Source: PubChem BioAssay
HepG2 tox = counter-screen for TGF-b inhibitors: cytotoxicity in HepG2 cells. HepG2 CAGA-GFP viability, ATP luminescence, 18 h. Potency, µM (series often up to 46.1 µM), for the others: at the highest dose activity change, negative = cytotoxicity, most hits filed as cytotoxic. actives 0.76% (n = 410,000); also: potency is read from the fitted curve at half-maximal effect; some results filed as inactive show a strong effect at the top dose
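CellTiter-Glo luminescence gave cytotoxicity after 18 hours at 37 degrees C. The cells were HepG2 CAGA-GFP in 1% FBS DMEM, stimulated with 500 pg/mL TGF-beta after compound addition. %Activity was normalised to no-cell wells (complete cell-killing) and DMSO (no toxicity), and curves were fitted and classified.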
HT1080-NT tox = kills 2HG-producing HT-1080-NT fibrosarcoma cells; HT-1080-NT fibrosarcoma viability, CellTiter-Glo ATP luminescence, 48 h; Potency, µM (series often up to 46.1 µM), for inactives: top-dose activity, negative = less viability, usual class: cytotoxic; actives 1.6% (n = 360,000); AID 686970;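 also: NT is the 2HG producing partner of a matched IDH1 knockdown line; potency is read from the fitted curve at half-maximal effect; 0% = DMSO-treated cells and -100% = media-only wells without cells; nearly all actives have a fitted effect of over 55% in size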
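Luminescent CellTiter-Glo readout after 48 hours of compound exposure at 37 degrees C defined viability of HT-1080-NT cells. Activity was normalized to DMSO wells and cell-free media wells; concentration-response curves were fitted and assigned curve classes.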
ATXN viability = reduces viability in counter-screen for ATXN expression inhibitors | S2 cells (HEK-293 line with an ATXN2-luciferase reporter) viability, CellTiter-Fluor protease fluorescence, 24 h | AID 651635 | Potency, µM (highest dose often 56.7 µM), actives largely listed as cytotoxic | actives 0.49% (n = 400,000); also: potency is read from the fitted curve at half-maximal effect; nearly all actives have a fitted effect of over 40% in size
ATXN2 expr inh = ATXN2 expression inhibition; HEK-293 ATXN2-luciferase reporter, luminescence, 24 h; Potency, µM (series often up to 57 µM), for the others: at the top dose activity change, negative = inhibition, usual class: inhibitors; actives 0.72% (n = 360,000); AID 1745845; also: potency is read from the fitted curve at half-maximal effect; % is scaled to controls: 0 for no effect and ±100 for the full control effect; nearly all actives have a fitted effect of over 55% in size
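ATXN2-luciferase reporter cells (luciferase flanked by upstream and downstream ATXN2 gene portions) were treated 24 h at 37 °C with compounds at up to 57 uM. SteadyGlo luminescence gave expression; GF-AFC fluorescence gave viability.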
KB-3-1 cytotox = KB-3-1 parental cell cytotoxicity | Potency, µM (titrated, usually from 46.1 µM), inactives show at the highest dose activity change, negative = cytotoxic, usual class: cytotoxic | actives 1.4% (n = 400,000) | AID 1347075 | KB-3-1 viability, CellTiter-Glo ATP luminescence, 72 h; also: potency is read from the fitted curve at half-maximal effect; % is scaled to controls: 0 for no effect and ±100 for the full control effect; nearly all actives have a fitted effect of over 60% in size
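Here the drug-naive KB-3-1 line serves as comparator for MDR sub-line selectivity; cells received compound titrations, 72 h at 37 °C, then CellTiter-Glo readout.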
SW480 rerep = DNA re-replication induction in SW480 cells | Potency, µM (doses to about 46.1 µM), for the others: at the top dose re-replication activation, most hits filed as activators | actives 1.8% (n = 340,000) | SW480 DNA re-replication, Hoechst DNA content imaging, 48 h; also: potency is read from the fitted curve at half-maximal effect; % of control where 0% means no effect; nearly all actives have a fitted effect of over 55% in size
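250 cells/well; 23 nL cpd via pin tool; 48 hr, 37 C, 5% CO2; Hoechst 40 min; imager read of total nuclear intensity, ex 405/em 500-530 nm.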
MCF10A rerep = DNA re-replication induction in MCF 10a cells | MCF 10A DNA re-replication, Hoechst nuclear intensity, 48 h | Potency, µM (series often up to 46.1 µM), for the others: at the top dose activity, positive = re-replication, hits mostly activators | actives 2.9% (n = 350,000); also: potency is read from the fitted curve at half-maximal effect; % of control where 0% means no effect; nearly all actives have a fitted effect of over 50% in size
IL-1B inflam inh = inhibitors of inflammasome signaling (IL-1 beta secretion). THP-1 LPS/ATP IL-1B secretion, AlphaLISA, 16 h; stronger effect = lower value. activity change, % at 57.5 µM. actives 4.7% (n = 360,000); in the data active = activity change below about -50%; inconclusive = mostly about -30% to -49%; also: % is scaled to controls: 0 for no effect and ±100 for the full control effect
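THP-1 cells pretreated 1 hr with compounds (up to 57.5 uM final), then stimulated with LPS (250 ng/mL final) plus ATP (1.25 mM final); secreted IL-1B measured by AlphaLISA after 16 hr, decreased signal indicating inhibition.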
HT1080 IDH1KD tx = HT-1080 IDH1 knockdown cell toxicity (counter line). actives 2% (n = 360,000). HT-1080 IDH1 knockdown viability, ATP luminescence, 48 h. Potency, µM (titrated, usually from 46.1 µM), for inactives: at the highest dose activity, negative = toxicity, actives largely listed as cytotoxic;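 also: potency is read from the fitted curve at half-maximal effect; 0% = DMSO wells and -100% = cell-free medium wells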
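CellTiter-Glo luminescence after 48 h compound exposure at 37 degrees C of IDH1-knockdown HT-1080 cells in 5% FBS RPMI. %Activity scaled between DMSO wells and cell-free media wells, with curves fitted and assigned curve classes.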
An asterisk follows results filed as active; i = inactive; ? = inconclusive; / = no result given; & = joins results of further samples; [ ] = dose if it differs, or a comment. Unless noted, calls follow the shape of the dose curve; as a rule, active = well fitted curve in the direction sought with a large enough effect; inconclusive = small, poorly fitted or top-dose-only effect, or another doubt; inactive = no such curve, though single readings can be large; an effect the other way counts as inactive or inconclusive.

(1) O=S(=O)(Nc1cccnc1)c1cccc(C(F)(F)F)c1
(2) CCN1CCN(Cc2ccc(NC(=O)c3cc(NC(=O)c4nccnc4N)cc(OC)c3)cc2C(F)(F)F)CC1
(3) CCCC(CCC)C(=O)NC1CCN(Cc2ccccc2)CC1
(4) CCO[C@@H]1OC(C(=O)N2CCN(Cc3ccc4c(c3)OCO4)CC2)=C[C@H](C2CCCCC2)[C@H]1CCCO
(5) Cc1ccc(-n2cc(C(=O)c3ccc(F)cc3)nn2)cc1Cl
(6) c1ccc(-c2nc(CSc3nnc(-c4cccs4)o3)cs2)cc1
(7) COc1ccc(C2/C(=C(/O)c3ccc(OC(C)C)cc3)C(=O)C(=O)N2CCCN2CCOCC2)cc1 (stereo not given)
(8) CN1CCCC(C#CC(O)(c2ccccc2)c2ccccc2)C1 (stereo not given)

screen / no.	1	2	3	4	5	6	7	8
HepG2 tox	-8%	-30%	0%	-1%	-17%	1%	0%	3%
HT1080-NT tox	-6%	-21%	-2%	-16%	28%	2%	2%	6%
ATXN viability	i	?	i	18µM*	i	i	i	i
ATXN2 expr inh	-5%	?	-6%	?	42%[activator]	3%	1%	5%
KB-3-1 cytotox	0%	15%	5%	-3%	-1%	0%	-9%	3%
SW480 rerep	-1%	-3%[9.22 µM]	1%	2%	3%	2%	-4%&-7%	-5%
MCF10A rerep	-9%	?	5%	16%	5%	?	-12%&3%	-23%
IL-1B inflam inh	-4	?	6	-60*	-19	14	18	-4
HT1080 IDH1KD tx	1%	-5%	-6%	-16%	18%	-20%	2%	2%

(9) Cc1ccc(Cl)cc1N1CCN(S(=O)(=O)c2c(C)[nH]c(=O)[nH]c2=O)CC1
(10) CCCN(C)C1CN(Cc2cn(Cc3ccc(C)cc3)nn2)S(=O)(=O)C1 (stereo not given)
(11) O=C(NCCOc1ccccc1)c1n[nH]c(=O)c2ccccc12
(12) O=C(c1ccco1)N1CCN(C(=O)c2ccco2)CC1
(13) Cc1c(NC(=S)NC(=O)CSc2ccc(Cl)cc2)cccc1C(=O)O
(14) CSc1nnc(Cn2c(=O)sc3ccccc32)n1-c1ccccc1
(15) CC(=O)N1CCc2cc(S(=O)(=O)CCC(=O)N3CCC(C)CC3)ccc21
(16) COc1cc2c(cc1N)-c1ccc(N)cc1C2

screen / no.	9	10	11	12	13	14	15	16
HepG2 tox	-13%	/	-19%	-2%	-20%	-41%	-2%	-10%
HT1080-NT tox	-1%	0%	0%	23%	-10%	0%	7%	?
ATXN viability	i	i	i	i	i	i	i	?
ATXN2 expr inh	-6%	16%	7%	15%	1%	-1%	2%	50%[activator]
KB-3-1 cytotox	10%	17%	6%	0%	/	-3%	-10%	6%
SW480 rerep	3%	/	-3%	/	0%	2%	4%	-1%
MCF10A rerep	-4%	/	20%	/	5%	19%	3%	5%
IL-1B inflam inh	-6	-3	-4	-6	2	24	7	-14
HT1080 IDH1KD tx	-11%	2%	?	2%	4%	2%	23%	15%

Given as a markdown table: 2 of the compounds above
| no. | smiles | HepG2 tox | HT1080-NT tox | ATXN viability | ATXN2 expr inh | KB-3-1 cytotox | SW480 rerep | MCF10A rerep | IL-1B inflam inh | HT1080 IDH1KD tx |
| --- | --- | --- | --- | --- | --- | --- | --- | --- | --- | --- |
| 11 | O=C(NCCOc1ccccc1)c1n[nH]c(=O)c2ccccc12 | -19% | 0% | i | 7% | 6% | -3% | 20% | -4 | ? |
| 12 | O=C(c1ccco1)N1CCN(C(=O)c2ccco2)CC1 | -2% | 23% | i | 15% | 0% | / | / | -6 | 2% |

(cont.)
(17) O=C(O)c1ccccc1C(=O)Nc1n[nH]c(=S)s1
(18) O=[N+]([O-])c1ccc(S(=O)(=O)N/N=C/c2ccco2)cc1
(19) Cc1nc(C(=O)NNC(=O)c2cccc(Cl)c2)c(C(F)(F)F)o1
(20) CC(=O)NS(=O)(=O)c1ccc(N=c2ssc3c2-c2cc(C)ccc2NC3(C)C)cc1
(21) CCN1CCN(c2ccc(S(=O)(=O)N3CCCCC3)cc2NC(=O)COc2ccc(Cl)c(C)c2)CC1
(22) O=C(NC1CCCCC1)C(c1ccccn1)N(C(=O)c1csnn1)C1CCCCC1 (stereo not given)
(23) CCOc1cc(C(=O)N(CC)CC(=O)Nc2c(F)cccc2F)ccc1OCC(=O)N1CCOCC1
(24) Cc1cc(=O)oc2c(C)c(OCC(=O)NCCc3ccc(S(N)(=O)=O)cc3)ccc12

screen / no.	17	18	19	20	21	22	23	24
HepG2 tox	-9%	-1%	-28%	-45%	6%	-3%	1%	-2%
HT1080-NT tox	4%	2%	-13%	-4%	-4%	-5%	-1%	-10%
ATXN viability	i	i	i	/	i	i	i	i
ATXN2 expr inh	1%	/	-34%	-21%	?	1%	3%	4%
KB-3-1 cytotox	3%	1%	4%	3%	-5%	9%	-6%	?
SW480 rerep	-6%	-61%[inhibitor]	?	0%	16µM*	2%	-3%	52%
MCF10A rerep	1%	19%	16%	2%	1%	-17%	0%	0%
IL-1B inflam inh	0	6	/	-1	-12	0	3	-27
HT1080 IDH1KD tx	8%	4%	?	-1%	-14%	-9%	0%	2%

Screen by screen, as entered above:
Compounds 18 to 23 in SW480 rerep, in turn: -61%[inhibitor], ?, 0%, 16µM*, 2%, -3%
Compounds 18 to 23 in IL-1B inflam inh, in turn: 6, /, -1, -12, 0, 3

Other records follow.
(25) CCOCCCn1cc(C(=O)c2cc(Br)ccc2O)cc(C#N)c1=O
(26) Cc1ccc2c(c1)C(=NC1CCCCC1)c1cc3ccccc3nc1-2
(27) CCN(CC)S(=O)(=O)c1ccc(C)c(NC(=O)COC(=O)[C@@H]2CCCN2C(=O)c2cccs2)c1
(28) CCCN(CC(=O)Nc1cc(Cl)ccc1Cl)C(=O)c1ccccc1SCC(=O)N1CCCC1
(29) Cc1cc(Nc2ccccc2)nc(N2CCN(C(=O)c3ccc4c(c3)OCO4)CC2)n1
(30) CCOc1cc(N2CCOCC2)c(OCC)cc1NC(=O)Cc1ccc(OC)c(OC)c1
(31) Cc1cc(N)n2nc(-c3ccc(C(C)(C)C)cc3)cc2n1
(32) COc1ccc(N2CCN(CCNS(=O)(=O)c3cccc4nsnc34)CC2)cc1

screen / no.	25	26	27	28	29	30	31	32
HepG2 tox	-9%	8%	11%	-2%	-19%	-9%	-94%	12%
HT1080-NT tox	-18%	5%	4%	-5%	-4%	-1%	16µM*	-2%
ATXN viability	?	i	i	i	i	i	?	i
ATXN2 expr inh	-28%	105%[activator]	/	-8%	-17%	-7%	88%[activator]	-5%
KB-3-1 cytotox	-16%	-25%	5%	2%	0%	?	?	-1%
SW480 rerep	-37%[inhibitor]	-13%	-36%	18%	17%	-1%	3%	0%
MCF10A rerep	-6%	1%	-5%	13%	?	5%	?	-4%
IL-1B inflam inh	30	21	10	-11	-5	0	-2	-6
HT1080 IDH1KD tx	-19%	8%	5%	0%	-4%	1%	21µM*	-8%

(33) CC1(C(=O)NCC2CCCCC2)CCN1C(=O)Cc1ccc(-c2ccccc2)cc1 (stereo not given)
(34) CNc1nc(C)c(C(C)=O)cc1C#N
(35) O=C(Cc1ccc(Cl)cc1)N1CCN(c2ccccc2)CC1
(36) Cc1ccc(-c2ccc(C(=O)O)[nH]2)cc1
(37) O=C(Nc1ccccc1)N1CCC(O)(c2cccc(C(F)(F)F)c2)CC1
(38) COCCNC(=O)c1cc2cc(Cl)cc(Cl)c2oc1=O
(39) Cc1cc(S(=O)(=O)Nc2cccc([N+](=O)[O-])c2)c(C)s1
(40) c1ccc(-c2cn(C[C@H]3CC[C@@H]([C@@H]4CC[C@H](Cn5cc(-c6ccccn6)nn5)O4)O3)nn2)nc1

screen / no.	33	34	35	36	37	38	39	40
HepG2 tox	-53%	-3%	-3%	2%	-16%	5%	-5%	5%
HT1080-NT tox	?	5%	-5%	2%	-2%	25%	-2%	5%
ATXN viability	i	i	i	i	i	i	i	i
ATXN2 expr inh	-4%	2%	-5%	54%[activator]	-17%	-1%	-24%	7%
KB-3-1 cytotox	0%	2%	1%	7%	-18%	-2%	-3%	17%
SW480 rerep	/	-4%	?	-18%	0%	-11%	-20%	5%
MCF10A rerep	/	-5%	3%	7%	1%	-5%	0%	20%
IL-1B inflam inh	-18	13	5	30	-6	-6	22	3
HT1080 IDH1KD tx	?	13%	-1%	8%	0%	4%	0%	1%

Structures above shown as hits in SW480 rerep:
No.	structure	SW480 rerep	IL-1B inflam inh
21	CCN1CCN(c2ccc(S(=O)(=O)N3CCCCC3)cc2NC(=O)COc2ccc(Cl)c(C)c2)CC1	16µM*	-12

The list continues.
(41) CN(C)c1ccc2c(c1)OC(N)=C(C#N)C2c1cccc(F)c1 (stereo not given)
(42) O=C(Nc1ccc(S(=O)(=O)Nc2ncccn2)cc1)c1cc(=O)c2ccccc2o1
(43) O=C(CCC1CCCCC1)NCCN1C2=NC[C@H](Cc3ccc(O)cc3)N2C[C@H]1Cc1ccc(O)cc1
(44) CC1=CN2C(=N)/C(=C/c3ccc(C)o3)C(=O)N=C2S1
(45) CC1CCC(NC(=O)c2ccc(-n3cncn3)c([N+](=O)[O-])c2)CC1 (stereo not given)

screen / no.	41	42	43	44	45
HepG2 tox	-8%	0%	-26%	-1%	-34%
HT1080-NT tox	0.18µM*	/	2%	3%	6%
ATXN viability	i	i	i	?	i
ATXN2 expr inh	?	-4%	7%	1%	29%
KB-3-1 cytotox	?	2%	-3%	7%	-5%
SW480 rerep	?	/	-20%[9.22 µM]	-2%	-2%
MCF10A rerep	4.1µM*	/	0%	2%	-1%
IL-1B inflam inh	-22	/	-4	11	12
HT1080 IDH1KD tx	0.22µM*	/	7%	0%	7%
